WT yeast gro inh: growth inhibition of WT strain, primary screen, mitochondrial fusion inhibitor project, WT and mutant strains, chemical genetic; mitochondrial fusion phenotypic screen; inhibition, % at 10 µM; 190,000 tested, 2.1% active; AID 1362, 2008; in the data active = inhibition above about 58%; tested in S. cerevisiae
Autophagy mod: autophagy modulators in MEF cells, primary screen, imaging, high-content, MEF GFP-LC3; MEF GFP-LC3 puncta imaging; test concentration mostly 10 µM; calls only at 10 µM (by protocol); 190,000 tested, 0.98% active; AID 463193, 2010;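 active = percentage of spot-positive cells more than 3 SD above its plate mean, without a fluorescence outlier flag or 80% toxicity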;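 also: spot-positive cell cutoff set from DMSO-treated cells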
T cell modulator: modulators of CD8 T cell-vesicle binding, primary screen, mouse 2C CD8+ T cells, flow cytometry | 2C CD8+ T cell-vesicle binding; hits give low values | calls only at 7 µM | 330,000 tested, 0.068% active | AID 2052, 2009;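 active = response, share of CD8 T cells binding vesicles, and their 90th percentile fluorescence all below set limits, cut at about 80% in these data, passing the limit was not always enough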
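Test system: purified 2C TCR transgenic mouse naive CD8+ T cells. Probe or stimulus: QL9-peptide-loaded Drosophila micro-vesicles bearing Ld, ICAM-1 and B7-1. Incubation: binding step 1.5 h, 37 °C, antibody labelling 20 min, ice. Measured by: flow cytometry of vesicle-bound cells.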
Hep lipid drop: inhibitors of hepatocyte lipid droplet formation, primary screen, imaging, high-throughput imaging, BODIPY stain; AML12 mouse hepatocytes, oleate lipid droplets; AID 1656, 2009; 240,000 tested, 0.4% active; inhibition, % at 6.5 µM;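 active = lipid droplet intensity inhibited by at least 50%, with more than 500 cells counted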
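Assay system: AML12 mouse liver cells | Compound dosing: One dose, 6.5 µM compound | Read-out basis: Droplet intensity reduction, % inhibition | Measured by: Fluorescence imaging, 20x objective, two fields per well | Schedule: Overnight treatment with compound plus oleate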
MT stabilizer: microtubule stabilizers in HeLa cells, primary screen, imaging, high-content imaging | HeLa tubulin immunostaining HCS, 24 h; share of cells brighter than vehicle mean+2SD | % tubulin-high responders, % at 10 µM | 200,000 tested, 0.83% active;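 active = plate Z-score above 3 for both tubulin-high and condensed-nucleus cell shares, with cell loss under 80%, at 10 µM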;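 also: anti alpha tubulin signal scored within the nucleus-defined area of each cell; some results filed as inactive read as strong as hits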
b-catenin transl: modulators of beta-catenin nuclear translocation, primary screen, imaging, HeLa cells, immunofluorescence, high-content; nuclear translocation activity, % at 5 µM; 190,000 tested, 0.3% active;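 active = nuclear translocation activity above 50% at 5 µM, with a well cell count of 50 or more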;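 also: per-cell ratio of nuclear to cytoplasmic median beta-catenin stain intensity; plate controls were DMSO negative control for no effect and GSK-3 inhibitor IX positive control for full effect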
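Test system: human HeLa cell line; Doses: 5 µM primary, 0.02–20 µM confirmation; Incubation: 24 h compound exposure, 37°C; Detection: beta-catenin immunofluorescence imaging with DAPI; Read-out: beta-catenin nuclear/cytoplasmic ratio, % activation.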
West Nile virus CPE: West Nile virus antiviral activity, cell-based, CPE readout (AID 1621); one-dose CPE inhibition, % at 10 µM; IC50 in µM for titrated hits; West Nile virus-infected cells, CPE inhibition; higher % means a stronger effect; 290,000 tested, 0.02% active; in the data active = a potency from the dose series; also: strong numbers were not always called active
Myeloid diff 2: induction of myeloid progenitor differentiation, primary screen, cell-based, flow cytometry, MLPCN library; 360,000 tested, 1% active; ER-HoxA9 myeloid progenitors, lysozyme-GFP differentiation; calls only at 10 µM;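 active = normalized GFP-positive differentiation at or above the plate's own cutoff, the solvent-only control mean plus 3 SD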;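 also: cells exposed to compound for four days before flow analysis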
Insulin prom up: insulin promoter activators in MIN6 cells, imaging, high-content screening, mouse beta cells; MIN6 insulin promoter-GFP reporter; hits give high values; z-score at 5 µM; 190,000 tested, 0.3% active;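 active = z-score above 3 at 5 µM with at least 500 cells counted in the well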
WT yeast gro inh mutant strain: further read-out of WT yeast gro inh, marked with its call; inhibition, %; mitochondrial fusion phenotypic screen, mutant strain inhibition
Insulin prom up cell count: also measured in Insulin prom up; calls as there; cell count; measured here: cytotoxicity, nuclei count;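 total cells summed across four imaged fields per well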
Hep lipid drop cells 6.5 µM: recorded beside Hep lipid drop, whose call it bears; cell count; measured here: cell count, cytotoxicity flag;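 cells counted across two imaged fields per well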
b-catenin transl cell count 5 µM: second read-out of b-catenin transl, no call of its own (marks repeat the call); cell count; measured here: cell count, cytotoxicity flag
T cell modulator vesicle-bound %: recorded beside T cell modulator, whose call it bears; double positive events, %; measured here: CD8+ vesicle-bound cell fraction;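 binding gate set so that unloaded-vesicle control wells show 10% double positive cells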
MT stabilizer Hoechst-high %: recorded beside MT stabilizer, whose call it bears; % Hoechst-high responders; measured here: nuclear condensation Hoechst responders;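 share of cells brighter than vehicle mean plus two SD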
MT stabilizer cytotoxicity %: second read-out of MT stabilizer, no call of its own (marks repeat the call); toxicity, %; measured here: cytotoxicity by cell density;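 0% = mean cell density of plate MIN control wells and 100% = no cells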
Autophagy mod cell loss 18 h: also measured in Autophagy mod; calls as there; toxicity, %; measured here: cell loss, nuclei count;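 cell loss after 18 h compound exposure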
Myeloid diff 2 GFP+ MAC1+ %: recorded beside Myeloid diff 2, whose call it bears; GFP+ MAC1+ double positive, %; measured here: differentiation confirmed by MAC1 staining
Numbers without * were called inactive; i = inactive; . = no result given; + = active, no number. Random draw from the library, and some 3.9% of all compounds hit somewhere here.

SMILES | WT yeast gro inh | WT yeast gro inh mutant strain | Autophagy mod | Autophagy mod cell loss 18 h | T cell modulator | T cell modulator vesicle-bound % | Hep lipid drop | Hep lipid drop cells 6.5 µM | MT stabilizer | MT stabilizer Hoechst-high % | MT stabilizer cytotoxicity % | b-catenin transl | b-catenin transl cell count 5 µM | West Nile virus CPE | Myeloid diff 2 | Myeloid diff 2 GFP+ MAC1+ % | Insulin prom up | Insulin prom up cell count
Nc1c(-c2cccs2)cnn1-c1nc(-c2ccc(Cl)cc2Cl)cs1 | 9 | 6 | i | 2 | i | 37 | . | . | 2.5 | 2.4 | 8.6 | . | . | -0.1% | i | 2.1 | . | .
Cc1ccccc1NC(=O)C1CCCN(S(=O)(=O)c2ccc(-n3cnnn3)cc2)C1 (stereo unspecified) | . | . | . | . | i | 36 | -8 | 777 | . | . | . | . | . | 0.0% | i | 1.1 | . | .
Oc1ccc(Nc2nc(-c3ccccc3O)nc3ccccc23)cc1 | . | . | . | . | i | 31 | 4 | 797 | . | . | . | . | . | 0.0% | i | 0.7 | . | .
COc1ccc(CCn2cnc3c([nH]c4ccccc43)c2=O)cc1 | . | . | . | . | i | 33 | 3 | 795 | . | . | . | -1.1 | 1330 | -0.6% | i | 0.2 | -0.06 | 1083
CC(=O)c1cccc(NC2c3ccccc3C(=O)N2Cc2ccco2)c1 (stereo unspecified) | . | . | . | . | i | 22 | -1 | 704 | . | . | . | 1.6 | 1229 | -0.5% | i | 0.6 | -0.47 | 1090
CCC1=C(OC(=O)N(CC)CC)N2C(=O)OC(=NCc3ccccc3)[C@]2(C)[C@H]2C1=CC[C@H]1C(=O)NC(=O)[C@H]12 | . | . | . | . | i | 6 | 1 | 693 | . | . | . | 1.7 | 1334 | -0.3% | i | 1.1 | 0.32 | 1062
Cc1cc(C)c2ccc(Cl)cc2n1 | . | . | . | . | i | 49 | 0 | 717 | . | . | . | 0.6 | 1327 | -0.2% | i | 0.5 | -0.05 | 1387
C/C(=N/NS(=O)(=O)c1ccc(Br)cc1)c1c[nH]c2ccccc12 | . | . | . | . | i | 18 | 3 | 687 | . | . | . | . | . | -0.3% | i | 2.0 | . | .
COc1ccc(CCNC(=O)CSc2ncnc3c2oc2ccccc23)cc1OC | -21 | -3 | i | -1 | i | 57 | . | . | 1.6 | 1.2 | 9.2 | -0.3 | 512 | -0.3% | i | 1.4 | 1.3 | 998
COc1ccc(N2CCN(Cc3nc(N)nc(Nc4ccccc4OC)n3)CC2)cc1 | -21 | 9 | i | -4 | i | 56 | . | . | 5.9 | 2.5 | 5.8 | -2.9 | 934 | -0.7% | i | 1.2 | 0.88 | 1294
CC(C)C[C@H](NC(=O)c1nc[nH]c1C(=O)NC(c1ccccc1)c1ccccc1)C(=O)OC(C)(C)C | 9 | 4 | i | 8 | . | . | 8 | 776 | 23 | 0.6 | 36 | -0.8 | 1046 | 0.7% | i | 0.4 | -0.38 | 1182
COc1cc(C(=O)N=C2SC3CS(=O)(=O)CC3N2c2ccccc2)cc(OC)c1OC (stereo unspecified) | . | . | . | . | i | 30 | -3 | 701 | . | . | . | . | . | 0.3% | i | 4.5 | . | .
O=C(CSc1nnc(CNc2ccc(F)cc2)n1Cc1ccco1)NC1CC1 | -22 | -1 | i | 1 | i | 42 | . | . | 3.5 | 2.0 | 0.7 | -0.8 | 1135 | 0.3% | i | 4.1 | 0.67 | 1110
CC(=O)NC1CC2CCCC(C1)N2CC(=O)NCc1ccc(F)cc1 (stereo unspecified) | -12 | 15 | i | -1 | i | 59 | -2 | 746 | 1.9 | 1.9 | 6.0 | -3.4 | 1212 | -0.9% | i | 1.0 | -0.22 | 839
CN1CCN(CCC(=O)N/N=C/C=C2\N(C)c3ccccc3C2(C)C)CC1 | 15 | -9 | i | 11 | i | 56 | 13 | 679 | 7.4 | 2.0 | 25 | -0.6 | 1108 | 3.0% | + | 2.2* | 0.01 | 1239
CCCCC12CN3CC(C)(CN(C1)C31C(=O)N(C)c3ccc(C)cc31)C2=O (stereo unspecified) | 4 | -4 | i | 0 | i | 24 | -13 | 744 | 2.0 | 2.8 | 15 | -0.4 | 1155 | 0.9% | i | 6.3 | -0.23 | 1296
CC(=O)c1cc(C#N)c(SCC(=O)OC(C)(C)C)nc1C | 29 | 33 | i | -15 | i | 41 | . | . | 2.1 | 3.2 | 8.0 | -1.7 | 817 | -0.3% | i | 0.3 | 1.7 | 1074
COc1ccccc1OCCNC(=O)c1cccc(S(=O)(=O)N2CCN(C)CC2)c1 | . | . | . | . | i | 62 | -2 | 705 | . | . | . | . | . | -0.3% | i | 0.9 | . | .
Cc1[nH]c(=S)c(C#N)c(C)c1CCC#N | . | . | . | . | i | 49 | 8 | 731 | . | . | . | 0.1 | 1312 | -0.2% | i | 1.3 | -0.59 | 992
O=C(Nc1ccccc1)OC1C2CCC1C(N1CCCCC1)CC2 (stereo unspecified) | 0 | -6 | i | 13 | i | 15 | . | . | 4.1 | 3.0 | 6.2 | -0.8 | 743 | -0.3% | i | 0.5 | -1.1 | 1207
COc1ccc(S(=O)(=O)N2CCC(NC(=O)c3cccc(F)c3)CC2)cc1 | . | . | . | . | i | 56 | 1 | 767 | . | . | . | . | . | 0.4% | i | 0.2 | . | .
CN1c2ccccc2C(C)(C)C12CC(c1cccc(S(=O)(=O)N3CCCC3)c1)=NO2 (stereo unspecified) | 5 | -12 | i | 1 | i | 32 | -61 | 666 | 1.8 | 3.3 | 14 | -1.6 | 964 | -0.6% | i | 0.1 | -0.23 | 1326
COc1ccc(CCNC(=O)Cn2nnc(-c3cccc(OC)c3OC)n2)cc1OC | 6 | -3 | i | 13 | i | 8 | . | . | 3.2 | 3.3 | 1.4 | 1.0 | 1154 | 0.3% | i | 3.1 | 0.39 | 1189
COC(=O)c1ccc(NC(=S)NN2CCOCC2)cc1 | 6 | -1 | i | -4 | i | 27 | 8 | 729 | 1.7 | 1.6 | 13 | 0.1 | 1080 | 0.3% | i | 0.1 | 0 | 1481
CCOc1ccc(CNC(=O)C(=O)c2cn(CC(=O)N3CCOCC3)c3ccccc23)cc1OC | . | . | . | . | i | 15 | -7 | 789 | . | . | . | . | . | -0.2% | i | 0.9 | . | .

Later entries
SMILES | WT yeast gro inh | WT yeast gro inh mutant strain | Autophagy mod | Autophagy mod cell loss 18 h | T cell modulator | T cell modulator vesicle-bound % | Hep lipid drop | Hep lipid drop cells 6.5 µM | MT stabilizer | MT stabilizer Hoechst-high % | MT stabilizer cytotoxicity % | b-catenin transl | b-catenin transl cell count 5 µM | West Nile virus CPE | Myeloid diff 2 | Myeloid diff 2 GFP+ MAC1+ % | Insulin prom up | Insulin prom up cell count
COC(=O)C1=C(C)NC2=C(C(=O)CCC2)C1c1cn(Cc2ccc(Cl)cc2Cl)nc1-c1ccccc1 (stereo unspecified) | -9 | 18 | i | -19 | i | 46 | . | . | 5.0 | 1.9 | 2.0 | 4.7 | 1449 | 0.8% | i | 0.9 | 0.14 | 1235
O=c1c2ccccc2nc(-c2ccc(F)cc2)n1NCc1ccccc1O | 9 | -8 | i | 13 | i | 39 | -8 | 716 | 1.4 | 1.7 | 4.8 | 1.0 | 1063 | . | i | 0.4 | -0.19 | 1219
Cn1nc(C(C)(C)C)cc1C(=O)Sc1cccc(Br)c1 | . | . | . | . | i | 26 | 18 | 683 | . | . | . | -0.6 | 1304 | 0.1% | i | 0.4 | -0.15 | 962
Cc1ccc(S(=O)(=O)NCc2ccc(C(=O)NC3CCCCC3)cc2)cc1 | . | . | . | . | i | 31 | -4 | 680 | . | . | . | . | . | -0.3% | i | 0.6 | . | .
Cc1ccc(NC(=O)C2CCCN(S(=O)(=O)c3ccc4[nH]c(=O)ccc4c3)C2)cc1C (stereo unspecified) | . | . | . | . | i | 11 | 1 | 763 | . | . | . | . | . | -0.7% | i | 2.5 | . | .
CCOc1ccc(OCCOCCNCCOC)cc1 | -1 | 5 | i | -10 | i | 30 | -25 | 531 | 2.2 | 2.0 | 8.5 | 1.1 | 528 | 0.0% | i | 0.7 | -0.07 | 1310
O=C(NCCCN1CCOCC1)C1CCCN(S(=O)(=O)N2CCCCC2)C1 (stereo unspecified) | . | . | . | . | i | 18 | 5 | 697 | . | . | . | . | . | 0.0% | i | 1.7 | . | .
COCCSc1nnc(NC(=O)C2CC(=O)N(c3ccc(C)cc3)C2)s1 (stereo unspecified) | 5 | 7 | i | 7 | i | 14 | 5 | 684 | 4.4 | 3.5 | 9.4 | -2.8 | 1114 | 0.2% | i | 1.2 | 0.32 | 1560
O=C(C(c1ccccc1)c1ccccc1)N1CCN(Cc2ccc(Br)cc2)CC1 | . | . | i | -5 | i | 22 | -4 | 794 | 2.2 | 1.9 | 6.4 | 0.6 | 1153 | 0.5% | i | 1.8 | 0.42 | 871
CC1CCc2c(sc(NC(=O)c3nc4ncccn4n3)c2C#N)C1 (stereo unspecified) | . | . | . | . | i | 26 | -13 | 670 | . | . | . | 0.9 | 1307 | 0.1% | i | 0.2 | -1.1 | 961

Screening data from PubChem BioAssay.
